A549 viability – Nrf2 qHTS screen for inhibitors: counterscreen for cytotoxicity | Potency, µM (highest dose often 46 µM), inactives show top-dose activity change, negative = cytotoxicity, hits mostly inhibitors | 390,000 tested, 0.16% active | A549 ARE-Fluc cells, CellTiter-Fluor viability, 18-24 h; further: potency means the concentration at half of the fitted maximal effect; on the % scale 0 is the no-effect control and ±100 the full control effect
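A549 ARE-Fluc cells in 5% FBS OPTI-MEM, 5000 cells/well, rested 2 h then exposed to compounds in concentration-response for 18-24 h at 37 °C. Viability by CellTiter-Fluor fluorescence (Ex 405/Em 525) after 30 min; luciferase luminescence (BugLite, 15 min, RT) read afterwards.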
MmCpn inh – Inhibitors of TCP-1 ring complex (TRiC) of Methanococcus maripaludis (MmCpn): qHTS; Chaperonin Mm-Cpn (Methanococcus maripaludis); purified Mm-Cpn ATPase, ADP Transcreener TR-FRET; Potency, µM (top dose mostly 76.9 µM), without a hit: top-dose activity, negative = inhibition, usual class: inhibitors; 330,000 tested, 0.031% active; further: potency means the concentration at half of the fitted maximal effect; on the % scale 0 is the no-effect control and ±100 the full control effect; nearly all actives have a fitted effect of over 80% in size
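Compound-treated chaperonin, 25 nM final, turns over 10 uM ATP at 37°C for 30 min following a 10 min preincubation; ADP generated competes with ADP-d2 for Eu-cryptate antibody, lowering FRET.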
TGFb SMAD3 inh – qHTS for Inhibitors of TGF-b | HepG2 CAGA-GFP TGF-b/SMAD3 reporter, GFP fluorescence, 18 h; TGF-beta stimulated, 500 pg/mL final | Potency, µM (doses to about 46.1 µM), inactives show top-dose activity, negative = inhibition, most hits filed as inhibitors | 410,000 tested, 1.2% active | AID 588855, 2011; further: potency means the concentration at half of the fitted maximal effect; on the % scale 0 is the no-effect control and ±100 the full control effect; nearly all actives have a fitted effect of over 65% in size
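HEPG2 CAGA-GFP, 1000 cells/well; 2 h settle, 37 C; cpd via pin tool; TGF-b 500 pg/mL final; 18 h, 37 C; GFP imaging ex488/em500-530; %Activity normalised to -TGF-b and +DMSO controls; CRC fit, curve class.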
Nrf2 inh – Nrf2 qHTS screen for inhibitors; A549 ARE-Fluc reporter, luciferase luminescence, 18-24 h; Potency, µM (highest dose often 46 µM), for the others: at the top dose activity change, negative = inhibition, hits mostly inhibitors; 360,000 tested, 2.1% active; AID 504444, 2011; further: potency means the concentration at half of the fitted maximal effect; on the % scale 0 is the no-effect control and ±100 the full control effect; nearly all actives have a fitted effect of over 60% in size
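Nrf2 activity is the BugLite luminescence, read 15 min after reagent at room temperature, following CellTiter-Fluor cytotoxicity readout (30 min, 37C). Compound titrations were applied for 18-24 h to 5000 A549 ARE_Fluc cells/well in 5% FBS OPTI-MEM.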
CCT chaperon mod – High-Throughput Screening for Modulators of Cytosolic Chaperonin Activity | activity change, % (test concentration not listed), hits read low | purified chaperonin ATPase assay, HTRF ADP detection, 30 min | AID 651819, 2012 | 360,000 tested, 0.3% active; in the data active means activity change below about -30%; further: on the % scale 0 is the no-effect control and ±100 the full control effect
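First, chaperonin was dispensed at 40 nM or 20 nM final depending on batch activity. Next, compounds were pinned at 76 uM and ATP added at 10 uM. After 30 min at 37 °C, ADP detection reagents ran 30 min at ambient temperature.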
Nrf2 ARE act – qHTS of Nrf2 Activators; AREc32 ARE-luciferase reporter (MCF7-derived line), luminescence, 24 h; AID 624171, 2012; Potency, µM (highest dose often 46.1 µM), for the others: top-dose activation, usual class: activators; 410,000 tested, 0.31% active; further: potency means the concentration at half of the fitted maximal effect; % of control where 0% means no effect; nearly all actives have a fitted effect of over 65% in size
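AREc32 cells carrying an ARE-driven firefly luciferase reporter were seeded at 1000 cells/well in OPTI-MEM with 5% FBS, then exposed to compound for 24 hr at 37 deg C. Luminescence was read with Steady-Glo after 30 min at RT.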
S2 tox – Viability Counterscreen for Primary qHTS for Inhibitors of ATXN expression; Potency, µM (doses to about 56.7 µM), actives largely listed as cytotoxic; S2 cells (HEK-293 line with an ATXN2-luciferase reporter) viability, CellTiter-Fluor protease fluorescence, 24 h; AID 651635, 2014; 400,000 tested, 0.49% active; further: potency means the concentration at half of the fitted maximal effect; nearly all actives have a fitted effect of over 40% in size
Akt phos inh – HTS Assay for Inhibitors of Akt Phophorylation: Primary Screen | Neuro2A IGF-stimulated pAkt S473 HTRF, 20 min; hits give low values | 360,000 tested, 0.32% active | activity change, % for hits at 50 µM; in the data active means activity change below about -80%; inconclusive means mostly about -51% to -80%; further: on the % scale 0 is the no-effect control and ±100 the full control effect
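Neuro2A cells in DMEM with 0.5% FBS, overnight at 37 deg C, given compound at single 50 µM final, then IGF (6 nM final) for 20 min at 37 deg C. Lysed; phospho-Akt Ser473 by HTRF after 24 h, 665/615 ratio.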
HepG2 tox – qHTS for Inhibitors of TGF-b: Cytotox Counterscreen; Potency, µM (top dose mostly 46.1 µM), inactives show at the top dose activity change, negative = cytotoxicity, most hits filed as cytotoxic; 410,000 tested, 0.76% active; HepG2 CAGA-GFP viability, ATP luminescence, 18 h; further: potency means the concentration at half of the fitted maximal effect; some results filed as inactive show a strong effect at the top dose
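CellTiter-Glo luminescence gave cytotoxicity after 18 hours at 37 degrees C. The cells were HepG2 CAGA-GFP in 1% FBS DMEM, stimulated with 500 pg/mL TGF-beta after compound addition. %Activity was normalised to no-cell wells (complete cell-killing) and DMSO (no toxicity), and curves were fitted and classified.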
Numbers without * were called inactive; i = inactive; ? = inconclusive; · = no result given; & = joins results of further samples; [ ] = dose if it differs, or a comment. Unless noted, the call rests on the fitted dose curve; in most records, active means well fitted curve in the direction sought with a large enough effect; inconclusive means small, poorly fitted or top-dose-only effect, or another doubt; inactive means no such curve, though single readings can be large; an effect the other way counts as inactive or inconclusive.

SMILES	A549 viability	MmCpn inh	TGFb SMAD3 inh	Nrf2 inh	CCT chaperon mod	Nrf2 ARE act	S2 tox	Akt phos inh	HepG2 tox
CCOC(=O)c1cccc(NC(=O)C2CCN(S(=O)(=O)c3cn(C)cn3)CC2)c1	-11%	·	0%	·	·	-0.6%	·	·	1%
COc1ccc(S(=O)(=O)Nc2nnc(C(C)C)s2)cc1	0%	0%	2%	10%	1.2	0.2%	i	i	-2%
CC(C)CN1CCC(=O)N([C@H](COc2ccccc2)Cc2ccccc2)CC1	2%	-1%	?	11%	1.2	0.8%	?	i	-28%&-41%
CCOC(=O)C1CCN(C(=O)c2ccc(OC3CCN(C(=O)CCOC)CC3)cc2)CC1	8%	0%	9%	?	0.2	1.8%	i	i	-3%
COC(CNC(=O)C1CC(=O)N(CCc2ccccc2)C1)OC (configuration not stated)	1%	1%	-1%	21%	1.2	-0.8%	i	i	5%
CCOC(=O)COc1ccc2cc(C(=O)OCC)c(=O)oc2c1	-4%	-4%	-6%	11%	-0.1	9.1%	i	i	-7%
COc1ccc2cc(C(=O)NCc3ccc4c(c3)CCN4C(=O)c3ccc(F)cc3)[nH]c2c1	-5%	·	53%[activator]	·	·	-0.2%	·	·	9%
O=C(NCN1CCN(c2ccccn2)CC1)c1cnccn1	5%	0%	-12%	3%	-1.4	-0.7%	i	·	-4%
CC1(C)CC(=O)c2sc(NC(=O)c3ccc4ncsc4c3)nc2C1	0%	-1%	0%	?	0.2	2.4%	i	i	-22%
COCCNC(=O)C1(C)CCCN(C(=O)c2cccc3ccccc23)C1 (configuration not stated)	·	·	-8%	·	-0.4	-0.1%	i	i	-3%
Cc1cc(=O)oc2cc(OCCCC[n+]3ccccc3)ccc12	1%	-1%	1%	?	0.1	-0.1%	i	i	-35%
CCN(CC)S(=O)(=O)c1ccc(OCC(=O)NCc2ccccc2)cc1	25%	0%	4%	-9%	-2.1	-0.6%	i	i	-22%
CCOC(=O)NNC(=O)CCn1c2c(c3ccccc31)CCCC2	-4%	-2%	17%	11%	-17	0.1%	i	i	23%
CC(C)c1ccc(NC(=O)C2Cc3c(-c4ccco4)ccnc3O2)cc1 (configuration not stated)	·	·	-2%	·	0.1	14%	i	i	-13%
Cc1cccc(C(=O)NCc2nnc(SCC(=O)Nc3nnc(C)s3)n2C)c1	-29%	1%	16%	-16%	-0.6	-0.2%	i	i	0%
CCCC(=O)Nc1cc(Cl)ccc1C	14%	-2%	-17%	-6%	-1.3	1.4%	i	i	-5%
COc1ccc(OC)c(NC(=O)c2oc3c(c2C)C(O)CC(C)(C)C3)c1 (configuration not stated)	-1%	0%	0%	-29%	-1.1	0.2%	i	i	-4%
CN(Cc1ccccc1)C(=O)[C@@H]1CCCN1C(=O)[C@@H]1CCCN1C(=O)c1cccc(Cl)c1	·	·	·	·	0.7	-1.2%	i	i	·
COc1ccc(/C=C(/NC(=O)c2cccs2)C(=O)NC(C)(C)C)cc1OC	0%	1%	2%	4%	-2.8	-0.3%	?	i	3%
O=C(O)CNC(=O)C12CC3CC(CC(Cl)(C3)C1)C2	9%	0%	12%	7%	-0.7	1.4%	?	i	12%
CCOc1ccc(NC(=O)CCN2C(=O)C3CCCCC3C2=O)cc1OCC (configuration not stated)	0%	1%	-7%	16%	1.1	0.9%	i	i	2%
COCCOC(=O)c1cc(C(=O)c2cc(Cl)ccc2O)coc1=N	-1%	2%	3%	-25%	1.9	2.4%	i	i	-3%
CCOC(=O)C(=O)Nc1ccccc1C(=O)OCC	-2%	0%	3%	10%	-7.1	0.1%	i	i	-2%
CCc1nnc(NC(=O)c2sc3nc4c(cc3c2N)CCCCCC4)s1	-19%	-5%	?	?	0.0	5.8%	·	i	-44%
O=S(=O)(NC1=NCCC1)c1cccc(NS(=O)(=O)c2ccc(OC(F)(F)F)cc2)c1	-6%	0%	-6%	-6%	-2.1	2.4%	i	i	16%

Some values from the results shown:
MmCpn inh result of COc1ccc(/C=C(/NC(=O)c2cccs2)C(=O)NC(C)(C)C)cc1OC stands at 1%
A549 viability result of CCOC(=O)NNC(=O)CCn1c2c(c3ccccc31)CCCC2 stands at -4%
A549 viability result of CCc1nnc(NC(=O)c2sc3nc4c(cc3c2N)CCCCCC4)s1 stands at -19%
TGFb SMAD3 inh result of CCOC(=O)C(=O)Nc1ccccc1C(=O)OCC stands at 3%
HepG2 tox result of COC(CNC(=O)C1CC(=O)N(CCc2ccccc2)C1)OC (configuration not stated) stands at 5%

Three records picked at random from the list so far, as already listed:
SMILES	A549 viability	MmCpn inh	TGFb SMAD3 inh	Nrf2 inh	CCT chaperon mod	Nrf2 ARE act	S2 tox	Akt phos inh	HepG2 tox
CCN(CC)S(=O)(=O)c1ccc(OCC(=O)NCc2ccccc2)cc1	25%	0%	4%	-9%	-2.1	-0.6%	i	i	-22%
Cc1cccc(C(=O)NCc2nnc(SCC(=O)Nc3nnc(C)s3)n2C)c1	-29%	1%	16%	-16%	-0.6	-0.2%	i	i	0%
COC(CNC(=O)C1CC(=O)N(CCc2ccccc2)C1)OC (configuration not stated)	1%	1%	-1%	21%	1.2	-0.8%	i	i	5%

The listing continues.
SMILES	A549 viability	MmCpn inh	TGFb SMAD3 inh	Nrf2 inh	CCT chaperon mod	Nrf2 ARE act	S2 tox	Akt phos inh	HepG2 tox
Nc1ccc(O)cc1C(=O)OCC(=O)c1ccc(C2CCCCC2)cc1	-17%	2%	-28%	-21%	-2.4	17%	?	i	-57%
CC1=C(C(=O)NCc2ccccc2)C(c2ccc(C)o2)n2ncnc2N1 (configuration not stated)	0%	1%	8%	-4%	-0.6	-0.5%	i	i	-7%
O=C(Nc1ccc(F)cc1)C1CCCN(S(=O)(=O)c2ccc(-n3cnnn3)cc2)C1 (configuration not stated)	0%	-3%	-2%	-8%	-4.2	0.0%	i	i	16%
CCOc1ccc(C(=O)N2CCC(c3ccncc3)CC2)cc1	-17%	·	?	·	·	-0.5%	i	·	-18%
CC(=O)Nc1cccc(NC(=O)c2cccc(S(=O)(=O)N3CCN(Cc4ccccc4)CC3)c2)c1	1%	2%	-2%	-19%	0.5	1.5%	i	i	-15%
O=C(COC(=O)c1ccccc1Br)Nc1cc(S(=O)(=O)N2CCOCC2)ccc1N1CCCC1	-2%	?	-8%	7%	-7.5	0.5%	i	i	-2%
Cc1ccc2cc3c(NC(=O)C4CCCO4)nn(CC(C)C)c3nc2c1 (configuration not stated)	1%	-5%	1%	?	-25	0.3%	i	i	-4%
C=CSc1sc(Cl)c(N2CCOCC2)c1[N+](=O)[O-]	-12%	0%	-4%	-14%	0.1	?	i	i	-3%
COc1ccc(Cn2c(C(=O)O)c(CNCc3ccc(OC)cc3OC)c3ccc(C)cc32)cc1	13µM*	·	-11%	?	·	4.4%	?	·	2%
COCCCn1c(=O)/c(=C\c2ccccc2OC(F)F)s/c1=C(/C#N)C(=O)NC(C)C	2%	-1%	11%	8%	-2.7	3.5%	?	i	-5%
O=C(CSc1nc(C2CC2)nc2ccccc12)Nc1ccccc1	0%	2%	6%	-9%	-4.0	4.6%	i	i	-16%
N#Cc1cc2c(=O)n3ccccc3nc2n(-c2nnc(SCc3ccccc3)s2)c1=O	-6%	·	9%	?	·	0.4%	i	·	1%
CCc1cccc(C)c1NC(=O)CCCN1C(=O)NC(C)(C)C1=O	0%	0%	8%	-16%	0.0	-1.1%	i	i	13%
N#Cc1ccc(-c2nc3c(Cl)cc(C(F)(F)F)cn3c2Cc2ccsc2)cc1	·	·	·	·	-0.8	16%	i	i	·
CC(C)C(C(=O)NCC1CCCO1)N(Cc1ccccc1)C(=O)CNS(=O)(=O)c1ccccc1 (configuration not stated)	3%	0%	-18%	0%	0.3	-0.3%	i	i	1%
COc1cccc(-c2noc(CCC(=O)NCC3CCCO3)n2)c1 (configuration not stated)	9%	0%	-3%	-7%	1.7	1.3%	i	i	1%
COc1ccc(NC(=O)CC(CC(=O)O)c2cc(OC)c(OC)c(OC)c2)cc1 (configuration not stated)	3%	-2%	4%	?	0.5	0.4%	i	i	-2%
CCC(C)NC(=O)CSc1c2c(nc3ccccc13)CCCC2 (configuration not stated)	-4%	-13%	?	0%	-1.4	?	i	i	-43%
CC(=O)Nc1ccc(N2C(=O)c3ccc(C(=O)Nc4nnc(SCc5ccc(F)cc5)s4)cc3C2=O)cc1	5%	-7%	-27%	9%	2.6	0.1%	?	i	8%
Cc1ccccc1C(=O)N1CCC(C(=O)Nc2ccc3c(c2)OCO3)CC1	6%	2%	-2%	1%	0.9	4.4%	i	i	-27%
CN1CCC(CNC(=O)Nc2ccccc2)(c2ccccc2)CC1	-10%	1%	-5%	11%	-1.1	0.1%[9.22 µM]	i	i	-20%
S=c1[nH]nc(-c2ccc(Cl)cc2)n1-c1cccnc1	15%	-1%	-11%	9%	-1.4	0.6%	i	i	-6%

Source: PubChem (National Center for Advancing Translational Sciences (NCATS))

Rows are unselected, and some 4.4% of all compounds hit somewhere here.
